Salmonella PhoP GFP – PhoP-dependent GFP reporter repression – Salmonella Typhimurium, primary screen (AID 1863) | S. Typhimurium PhoP-regulated promoter GFP reporter, 4 h; higher % means a stronger effect | 300,000 tested, 0.16% active | inhibition, % at 50 µM, or IC50 in µM where a hit was titrated;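 active = inhibition over 29.93%, a cutoff 3 SD above the screen mean, later confirmed by dose response; inconclusive = inhibition over 29.93% but no dose response follow-up; inactive = inhibition at most 29.93% or unconfirmed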;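 note: 0% = low Mg2+ inducing control and 100% = high Mg2+ repressing control; strong numbers were not always called active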
HIV fusion peptide – inhibitors of HIV fusion peptide binding, primary screen, biochemical, uHTS, fluorescence dequenching (AID 1986); cell-free peptide binding, fluorescence dequenching, 30 min; higher % means a stronger effect; 290,000 tested, 0.3% active; one-dose inhibition, % at 20 µM; IC50 in µM for titrated hits; in the data active = inhibition mostly above about 52%, no sharp cut-off; inactive = mostly below about 76%; note: some results filed as inactive read as strong as hits
GPR35 arrestin U2OS – inhibition of zaprinast-stimulated GPR35 beta-arrestin translocation – imaging, U2OS, beta-arrestin-GFP, zaprinast agonist, primary screen (AID 2058). U2OS GPR35 beta-arrestin-GFP translocation imaging, zaprinast antagonism; higher % means a stronger effect. inhibition, % at 10 µM, or IC50 in µM where a hit was titrated. 290,000 tested, 0.052% active;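 active = inhibition of at least 50% with at least 30 cells and total cytoplasm GFP at most 10,000,000; inconclusive = under 30 cells or total GFP of 10,000,000 plus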
Rac1 GTP hydrolysis – MgcRacGAP GTPase-activating activity inhibitors, confirmation, biochemical, ADP Hunter fluorescence. AID 624330. 340,000 tested, 0.6% active. MgcRacGAP-stimulated Rac1 GTP hydrolysis, ADP Hunter fluorescence; higher % means a stronger effect; GST-tagged Rac1 F28L mutant substrate. inhibition, % at 30 µM; hits with a dose series show IC50 in µM;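 active = first-screen hits whose inhibition reached a set limit at any dose in the follow-up dose series; inconclusive = inhibition above the set first-screen limit but never retested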;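 note: fluorescence reports GDP produced by GAP-driven GTP hydrolysis; strong numbers were not always called active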
Myeloid diff MLP – myeloid differentiation induction. ER-HoxA9 myeloid progenitors, lysozyme-GFP differentiation, flow cytometry. calls only at 10 µM. 360,000 tested, 1% active. AID 624256;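 active = normalized GFP-positive differentiation at or above the plate's own cutoff, the solvent-only control mean plus 3 SD; inconclusive = no clear call, values can overlap the other calls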;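 note: cells exposed to compound for four days before flow analysis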
GPR55 LPI antagonism – GPR55 antagonists blocking LPI-driven arrestin recruitment, primary screen, imaging, U2OS, beta-arrestin-GFP, LPI agonist (AID 2013). U2OS GPR55 beta-arrestin-GFP translocation imaging, LPI antagonism; higher % means a stronger effect. inhibition, % at 10 µM, or IC50 in µM where a hit was titrated. 290,000 tested, 0.13% active;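 active = spots per cell inhibited over 60%, with over 100 cells counted and total cytoplasm intensity under 500,000; inconclusive = wells with under 100 cells, flagged as likely toxic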;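 note: U2OS cells stably carrying GPR55 and arrestin-GFP stimulated by 5 µM LPI near EC80; imaged beta-arrestin-GFP aggregate spots per cell after agonist stimulation; plate controls were LPI-stimulated DMSO wells for no effect and DMSO wells without LPI for full effect; some results filed as inactive read as strong as hits; confirmed hits need IC50 under 10 µM and bright autofluorescent wells are also inconclusive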
NTR1 agonist – agonists of NTR1, primary screen, imaging, U2OS cells, beta-arrestin-GFP, high content (AID 493036); activation, % at 20 µM; NTR1-U2OS beta-arrestin-GFP spot imaging, agonist mode; 330,000 tested, 0.17% active;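 active = activation at or above 40% of the spot to cytoplasm intensity ratio, with at least 20 cells analyzed; inconclusive = wells under 20 cells, flagged as cytotoxic or low count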;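 note: 0% = DMSO without peptide and 100% = 100 nM NTR1 peptide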
Target sequence (P30989 whole entry, looked up): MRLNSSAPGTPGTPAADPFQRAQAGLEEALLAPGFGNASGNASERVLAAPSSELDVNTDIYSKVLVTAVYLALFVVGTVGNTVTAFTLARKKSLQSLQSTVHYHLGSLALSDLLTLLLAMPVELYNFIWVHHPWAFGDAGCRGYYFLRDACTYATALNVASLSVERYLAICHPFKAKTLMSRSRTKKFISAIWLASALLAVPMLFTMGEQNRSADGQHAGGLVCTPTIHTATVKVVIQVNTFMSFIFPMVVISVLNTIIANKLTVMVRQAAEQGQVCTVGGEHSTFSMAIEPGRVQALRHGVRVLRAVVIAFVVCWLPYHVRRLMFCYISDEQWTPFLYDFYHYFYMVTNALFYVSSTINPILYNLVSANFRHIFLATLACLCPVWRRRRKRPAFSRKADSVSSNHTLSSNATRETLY
LYP inhibition – PTPN22 lymphoid phosphatase activity blockers – biochemical, fluorescence intensity, uHTS (AID 1779); inhibition, % at 11.5 µM, or IC50 in µM where a hit was titrated; recombinant LYP phosphatase, fluorescence intensity; higher % means a stronger effect; 290,000 tested, 0.054% active; in the data active = inhibition above about 50%;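 note: plate controls were vehicle with enzyme for no effect and no enzyme for full effect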
Siah-1 displacement – Siah-1 peptide-binding antagonists, primary screen, biochemical, fluorescence polarization, rhodamine-plectin, uHTS (AID 1817) | Siah-1 / rhodamine-plectin peptide fluorescence polarization; higher % means a stronger effect | displacement, % at 20 µM, or IC50 in µM where a hit was titrated | 290,000 tested, 0.02% active;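 active = displacement of at least 50% at 20 µM, with a fluorescence ratio check between 0.3 and a set limit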;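 note: plate controls were Siah plus tracer with DMSO for no effect and tracer alone without Siah for full effect; strong numbers were not always called active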
NTR1 agonist cell count 20 µM – also measured in NTR1 agonist; calls as there; cell count; measured here: cell count, cytotoxicity flag
Myeloid diff MLP GFP+ MAC1+ % – further read-out of Myeloid diff MLP, marked with its call; GFP+ MAC1+ double positive, %; measured here: differentiation confirmed by MAC1 staining
* = called active by the depositor; i = inactive; u = inconclusive; x = no result given; + = active, no number.

SMILES	Salmonella PhoP GFP	HIV fusion peptide	GPR35 arrestin U2OS	Rac1 GTP hydrolysis	Myeloid diff MLP	Myeloid diff MLP GFP+ MAC1+ %	GPR55 LPI antagonism	NTR1 agonist	NTR1 agonist cell count 20 µM	LYP inhibition	Siah-1 displacement
O=C(CNCc1ccccc1Cl)Nc1ccccc1N1CCCCC1	5.9%	0.3%	10.0%	28.3%	i	0.2	52.7%	16.4	39	-0.2%	6.3%
Cc1c(NC(=O)C2CC(c3c(F)cccc3Cl)=NO2)c(=O)n(-c2ccccc2)n1C (configuration not stated)	-2.2%	-0.9%	3.8%	-0.6%	i	8.4	-13.2%	-0.4	49	-7.4%	-2.7%
COc1cccc(CNC(=O)CCNC(=O)c2ccccc2OC)c1	11.3%	1.2%	5.2%	6.8%	i	0.8	18.0%	0.4	63	-6.9%	1.6%
O=C1N(Cc2cccc(Cl)c2)C[C@@H]2C[C@@H](c3c[nH]c4ccccc34)N3CCC[C@@]123	-6.4%	32.1%	2.9%	3.5%	+	0.5*	-17.8%	-1.3	29	4.2%	-3.6%
O=c1[nH]c(=O)n(CCOc2ccc(Cl)cc2)cc1Br	-4.3%	0.3%	1.2%	9.5%	i	0.5	4.5%	0.5	68	1.0%	-0.1%
Cc1[nH]c2ccccc2c1SCC(=O)Nc1nccs1	4.5%	0.6%	1.8%	5.4%	i	0.4	-7.3%	0.0	55	-1.9%	-2.3%
COc1ccc(NC(=O)CSCC(=O)N=c2sccn2C)cc1	4.5%	-1.0%	12.3%	6.9%	i	0.7	7.4%	-1.7	65	-5.3%	5.1%
CCOC(=O)n1c(=O)n(Cc2ccc(OC)cc2)c2ccccc21	0.2%	-2.2%	-0.7%	x	i	0.2	-22.3%	-0.2	99	-8.2%	2.2%
CCC1CCCCN1C(=O)c1ccc(OC)c(OC2CCN(C(C)C)CC2)c1 (configuration not stated)	-8.5%	3.8%	3.0%	6.1%	i	0.0	0.1%	0.3	74	-8.4%	-0.9%
COc1ccc(S(=O)(=O)Nc2ccccn2)c(C)c1C	1.2%	-1.6%	5.7%	8.0%	i	1.0	1.2%	-0.7	61	-3.4%	-7.2%
O=C(NCC(=O)N(Cc1ccccc1)C(C(=O)NC1CCCCC1)c1ccco1)c1ccco1 (configuration not stated)	7.7%	-3.5%	19.3%	3.5%	i	0.6	9.4%	0.1	45	-0.6%	-6.8%
Cc1ccc2c(COC(=O)C3=COCCO3)cc(=O)oc2c1	-3.5%	6.3%	8.0%	13.4%	i	0.8	-0.6%	x	x	-9.6%	-6.0%
Cc1csc(NC(=O)C(NS(=O)(=O)c2ccc(Br)s2)c2ccccc2)n1 (configuration not stated)	-4.8%	-0.3%	7.7%	1.8%	i	0.3	17.2%	1.2	47	-1.0%	1.8%
Cc1ccc(Cn2cnc3c(cnn3-c3ccc(F)cc3)c2=O)cc1	3.0%	2.8%	-8.6%	-0.2%	i	1.1	0.4%	0.8	39	-3.2%	27.2%
CCOC(=O)c1sc(-c2ccc(Cl)cc2)nc1O	1.2%	8.1%	7.6%	4.7%	i	0.2	5.7%	2.0	45	-8.9%	2.0%
CCCCN(C(=S)NC(=O)c1ccccc1)c1c(N)n(Cc2ccccc2)c(=O)[nH]c1=O	-1.0%	-2.4%	-9.8%	0.6%	i	0.5	-4.2%	2.3	95	-0.4%	-1.7%
O=C(Cn1nc2sc3ccccc3n2c(=O)c1=O)c1ccc(Cl)cc1	-7.9%	-2.0%	-13.3%	x	x	x	20.7%	3.0	46	-2.3%	5.3%
Cc1ccc2c(C)c(C(=O)N3CCC(O)(c4ccccc4)CC3)oc2c1C	4.5%	-0.1%	-7.2%	-2.8%	i	0.5	-9.7%	20.2	63	-8.0%	-1.3%
CCCCCCCC[n+]1c(C)n(-c2ccccc2)c2ccc(NC(C)=O)cc21	-0.9%	-0.3%	-3.2%	-1.7%	i	0.4	-0.2%	4.2	61	-3.7%	5.7%
Cc1ccc(CN2CCN(C(=O)c3ccco3)CC2)cc1	3.1%	-0.3%	2.7%	-7.8%	i	2.0	-8.2%	-0.1	30	-8.4%	3.5%
O=[N+]([O-])c1cc(C(F)(F)F)cc([N+](=O)[O-])c1NCCCN1CCOCC1	4.4%	4.7%	19.4%	10.0%	i	0.2	15.9%	0.8	43	-4.1%	3.0%
CN1CCN(C(=S)NC(=O)c2ccc(S(=O)(=O)N3CCOCC3)cc2)CC1	-1.4%	0.4%	-2.9%	11.7%	i	0.1	5.9%	-0.7	64	-1.9%	16.7%
COCCCNc1nc2ccccc2nc1NS(=O)(=O)c1cc(Cl)ccc1Cl	8.1%	8.6%	9.8%	1.8%	i	0.4	3.7%	-1.0	41	1.0%	2.6%
O=C(NCCc1ccccn1)C1CCCN(S(=O)(=O)Cc2ccccc2)C1 (configuration not stated)	-2.3%	1.0%	10.0%	5.1%	i	0.8	-9.1%	0.8	60	-4.0%	1.8%
O=C(COc1ccc(Cl)cc1)NCc1ccccc1	1.1%	-0.6%	-9.3%	1.0%	i	0.3	12.9%	0.4	53	-7.9%	5.4%
COc1cc(SC)ccc1C(=O)NCCN1CCOCC1	2.7%	-1.3%	6.1%	13.0%	i	0.3	13.8%	0.7	60	-5.2%	-6.1%
Clc1ccccc1Nc1c2c(nc3ncnn13)CCC2	-26.7%	1.5%	19.0%	7.3%	i	0.6	7.2%	-0.9	56	4.6%	0.1%
CCCCNc1cc(F)nc(N)n1	-8.9%	8.9%	-0.1%	13.4%	i	0.1	2.3%	3.3	81	-6.6%	4.2%
C/C(=N/N1CCN(c2ccccn2)CC1)c1ccc([N+](=O)[O-])cc1	14.7%	-0.1%	7.0%	15.2%	i	0.9	-3.0%	1.6	85	3.5%	1.1%
CCOC(=O)c1ccc(N=Nc2c(C)c(C#N)c(O)[nH]c2=O)cc1	-11.1%	4.3%	-10.7%	11.3%	i	0.3	14.0%	-0.5	72	-2.6%	24.3%
O=C(CCN1C(=O)[C@@H]2Cc3ccccc3CN2C1=O)N[C@H](C(=O)O)c1ccccc1	4.0%	-0.3%	2.3%	12.5%	i	2.9	6.2%	1.7	64	-12.1%	2.7%
O=C(CN1CCOCC1)Nc1ccccc1C(=O)O	-18.4%	-1.8%	-7.4%	6.3%	i	1.1	10.9%	0.0	45	-4.4%	8.5%
CCN(C(=O)COC(=O)CCc1ccccc1)c1ccccc1	-6.2%	1.0%	-2.7%	3.1%	i	1.1	3.9%	2.8	54	-9.4%	1.9%
CCOC(=O)c1csc(NC(=O)CSc2nnnn2CC)n1	-0.7%	-2.2%	8.0%	1.3%	i	1.4	5.9%	3.7	64	-0.9%	3.1%
Cc1occc1-c1nc(-c2ccccn2)no1	-1.3%	-0.4%	18.0%	8.2%	i	0.5	16.9%	-5.2	75	-2.8%	5.6%
O=C(NCCc1nc2ccccc2[nH]1)C1CCC(=O)N(CCc2cccc(F)c2)C1 (configuration not stated)	4.0%	-1.1%	1.4%	8.2%	i	0.5	-3.7%	0.3	44	-9.2%	0.4%
O=C(CSc1ncnc2ccccc12)Nc1ccc2c(c1)OCO2	5.2%	-1.2%	-16.7%	8.7%	i	2.6	4.9%	-2.0	101	-1.5%	-4.6%
O=C(C[N+]1(CC#Cc2ccccc2)CCCCC1)c1ccccc1	-1.2%	-2.2%	11.4%	-3.2%	i	0.9	8.3%	2.0	35	0.4%	21.4%
COc1cccc(C(=O)N2CCN(C(=O)Cc3ccccc3)CC2)c1	3.2%	0.2%	10.4%	5.5%	i	0.5	10.7%	-0.4	37	-4.1%	9.6%
Cc1ccccc1NS(=O)(=O)c1cc2c(cc1C)NC(=O)CO2	x	0.4%	-2.6%	4.7%	i	1.6	5.6%	0.0	64	0.5%	-0.2%
CC(C)C(NC(=O)c1ccc(F)cc1)C(=O)Nc1cccnc1 (configuration not stated)	7.2%	-1.3%	-6.0%	3.9%	i	0.3	-6.1%	-0.5	34	9.6%	3.1%
O=C(NC1CCN(C(=O)NCc2ccccc2)CC1)c1cccc(F)c1	10.6%	-1.8%	-7.1%	1.6%	u	x	-15.7%	-1.4	57	-7.1%	-7.3%
CCOc1ccc(Cc2nc(C)c(CC(=O)N3CCOCC3)c(=O)[nH]2)cc1	5.9%	-1.0%	18.0%	10.3%	i	0.8	12.3%	0.5	46	3.1%	3.7%
O=C(c1cc(-c2ccncc2)nc2c(Cl)cccc12)N1CCN(c2ccccc2F)CC1	6.1%	0.5%	-0.7%	4.2%	x	x	21.3%	8.6	59	2.0%	2.8%
Cc1ccccc1NC(=O)c1sc(NC(=O)C2CC2)nc1C	0.4%	1.1%	-5.3%	14.7%	i	0.6	7.4%	-0.7	66	-3.4%	1.6%
CC(=O)[C@@H]1[C@@H](C(=O)c2ccc(C)cc2)[C@]2(C(=O)Nc3ccccc32)[C@H]2C=Cc3cc(F)ccc3N12	12.3%	16.7%	1.7%	-23.4%	i	0.3	0.3%	6.9	53	-4.6%	-1.4%
NNC(=O)CN1C(=O)Nc2ccc(Br)cc2C1c1ccccc1 (configuration not stated)	3.0%	0.2%	-19.5%	6.9%	i	7.2	14.8%	-0.7	49	2.8%	-4.8%

Bioassay records: PubChem BioAssay, several laboratories
